# RGS4 inhibitor: blocks human RGS4-accelerated GTP hydrolysis. Transcreener GDP fluorescence polarization, RGS4-accelerated GTP hydrolysis. Potency, µM (highest dose often 114 µM), without a hit: at the top dose activity change, negative = inhibition, usual class: inhibitors. actives 0.039% (n = 390,000); also: potency is read from the fitted curve at half-maximal effect; % is scaled to controls: 0 for no effect and ±100 for the full control effect; nearly all actives have a fitted effect of over 75% in size; some results filed as inactive show a strong effect at the top dose
# Target sequence (P49798 whole entry, looked up): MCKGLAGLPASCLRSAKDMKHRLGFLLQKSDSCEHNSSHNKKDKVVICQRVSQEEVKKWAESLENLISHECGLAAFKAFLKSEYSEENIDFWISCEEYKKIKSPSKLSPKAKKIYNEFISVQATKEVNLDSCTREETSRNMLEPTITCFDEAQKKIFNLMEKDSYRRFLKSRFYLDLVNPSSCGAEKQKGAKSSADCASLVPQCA
#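 MLSMR compounds (23 nl, pin-transferred) preincubated 10 min at room temperature with a 500nM (2x) first reagent, then RGS4 at 900nM (2x) plus Transcreener GDP mix added; fluorescence polarization (620/688 nm) read before and after 90 min at 30 °C.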
# Vif-A3F inh: Vif-A3F binding inhibition | HeLa A3F-eYFP + Vif (tagged APOBEC3F with the HIV-1 protein that degrades it), YFP fluorescence increase | Potency, µM (titrated, usually from 46.1 µM), without a hit: top-dose activity, negative = active | actives 0.2% (n = 390,000); also: potency is read from the fitted curve at half-maximal effect; % of control where 0% means no effect; nearly all actives have a fitted effect of over 65% in size
#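 Fluorescence increase (Ex 488/Em 500-530) after overnight compound treatment at 37 deg C flags inhibition of Vif-driven A3F-eYFP loss in stable HeLa A3F-eYFP/Vif cells seeded overnight beforehand.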
# Glioma ERSR ind: ER stress response induction in glioma. U87-MG GRP78 promoter luciferase reporter, 16 h. Potency, µM, for the others: top-dose activation, usual class: activators. actives 0.02% (n = 420,000); also: potency is read from the fitted curve at half-maximal effect; series mostly up to about 76 µM; % of control where 0% means no effect; nearly all actives have a fitted effect of over 35% in size
#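 Stably transfected U87-MG glioma cells carrying a GRP78-based luciferase sensor; 16 h compound incubation. Luminescence end-point read 10 min after Bright-Glo addition at room temperature.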
# Vif-A3G inh: Vif-A3G binding inhibition; Q9HC16; HeLa A3G-eYFP + Vif (tagged APOBEC3G with the HIV-1 protein that degrades it), YFP fluorescence, overnight; Potency, µM (highest dose often 46.1 µM), for inactives: at the highest dose activity, negative = active, usual class: inhibitors; actives 0.076% (n = 410,000);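 also: potency is read from the fitted curve at half-maximal effect; % is scaled to controls: 0 for no effect and ±100 for the full control effect; nearly all actives have a fitted effect of over 60% in size; hits raise eYFP signal because A3G escapes Vif-driven loss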
#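 HeLa cells stably expressing Vif and C-terminally eYFP-tagged A3G, seeded overnight at 37 deg C, then exposed to compound by pintool overnight at 37 deg C. Rise in yellow fluorescence (Ex 488/Em 500-530, Acumen) marks blocked Vif-driven A3G degradation.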
# TrxR1 inh: rat TrxR1 inhibition; O89049; recombinant rTrxR1, NADPH fluorescence consumption, selenite substrate; Potency, µM (doses to about 114 µM), inactives show top-dose activity change, negative = inhibition, most hits filed as inhibitors; actives 1% (n = 390,000); also: potency is read from the fitted curve at half-maximal effect; % is scaled to controls: 0 for no effect and ±100 for the full control effect; nearly all actives have a fitted effect of over 65% in size
#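 Rat TrxR1 (90 nM in the dispensed reagent) was pre-reduced with 400 uM NADPH for 5 min at room temperature, then incubated with compound for 15 min. After 400 uM selenite was added, NADPH fluorescence (Ex 340/Em 450 nm) was followed for 8 min.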
# TrxR1 substrate: is turned over as a substrate by rat TrxR1; purified TrxR1 substrate turnover, NADPH consumption readout; Potency, µM (doses to about 114 µM), inactives show top-dose activity change, negative = substrate turnover; actives 0.01% (n = 390,000); AID 588456; also: potency is read from the fitted curve at half-maximal effect; % is scaled to controls: 0 for no effect and ±100 for the full control effect; nearly all actives have a fitted effect of over 50% in size
#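 Rat TrxR1, dispensed at 90 nM, was prereduced with 400 uM NADPH (final) for 5 min at ~22 deg C, then incubated with compound 15 min before 400 uM selenite. A first-read NADPH fluorescence drop versus no-compound background flagged substrates.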
# LDHA block: blocks human lactate dehydrogenase A | P00338 | purified LDHA, NADH/diaphorase-resazurin fluorescence; hits give low values | AID 1347041 | activity change, % (values are at about 110 or 230 µM) | actives 0.15% (n = 480,000); in the data active = activity change below about -30%; inconclusive = mostly about -25% to -30%;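 also: plate controls were DMSO wells for no effect and wells without enzyme for full effect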
#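 Human LDH5 (2 nM) was incubated with 0.06 mM NADH and 0.2 mM pyruvate for 5 min at room temperature in Tris pH 7.4. Remaining NADH was coupled through diaphorase/resazurin, and resorufin fluorescence was read at 0 and 20 min.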
# USP1-UAF1 inh: inhibitors of human USP1/UAF1 deubiquitinase; O94782; recombinant USP1/UAF1, Ub-Rhodamine cleavage fluorescence; Potency, µM (highest dose often 57.1 µM), inactives show at the highest dose activity change, negative = inhibition, hits mostly inhibitors; actives 0.23% (n = 390,000); AID 743255; also: potency is read from the fitted curve at half-maximal effect; % is scaled to controls: 0 for no effect and ±100 for the full control effect; nearly all actives have a fitted effect of over 60% in size; inactives centre near -12
# Target sequence (O94782 whole entry, looked up): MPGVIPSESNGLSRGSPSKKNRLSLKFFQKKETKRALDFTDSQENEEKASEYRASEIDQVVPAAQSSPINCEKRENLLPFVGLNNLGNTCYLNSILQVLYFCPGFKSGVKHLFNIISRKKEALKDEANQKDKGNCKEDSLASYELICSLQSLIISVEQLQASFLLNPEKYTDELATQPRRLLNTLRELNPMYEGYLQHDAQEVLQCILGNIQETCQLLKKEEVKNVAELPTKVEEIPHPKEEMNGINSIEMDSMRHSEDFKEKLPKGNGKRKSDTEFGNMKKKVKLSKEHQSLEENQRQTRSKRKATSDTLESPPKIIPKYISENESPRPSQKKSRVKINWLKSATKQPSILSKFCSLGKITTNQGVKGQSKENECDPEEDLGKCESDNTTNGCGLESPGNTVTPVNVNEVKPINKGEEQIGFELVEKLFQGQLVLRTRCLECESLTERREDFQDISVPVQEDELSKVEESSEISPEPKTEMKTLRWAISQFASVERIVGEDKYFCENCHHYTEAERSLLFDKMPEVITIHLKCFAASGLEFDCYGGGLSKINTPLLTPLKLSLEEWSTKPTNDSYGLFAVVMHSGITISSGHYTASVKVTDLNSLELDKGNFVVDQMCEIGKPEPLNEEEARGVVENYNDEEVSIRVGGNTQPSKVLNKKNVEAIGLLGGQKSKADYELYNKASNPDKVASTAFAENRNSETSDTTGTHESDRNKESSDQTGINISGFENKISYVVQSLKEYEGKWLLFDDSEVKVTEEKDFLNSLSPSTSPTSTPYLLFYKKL
#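 USP1/UAF1 complex (1 nM) preincubated 15 min at room temperature with compound, then Ub-Rho substrate (150 nM final) added. Kinetic fluorescence at 480/540 nm over 6 reads at 60 s intervals; 50 mM HEPES pH 7.8, 0.5 mM EDTA, 0.1 mg/ml BSA, 1 mM TCEP, 0.01% Tween-20.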
# IDH1 R132H inh: inhibitors of human mutant IDH1 R132H; actives 0.093% (n = 390,000); IDH1-R132H enzyme, NADPH consumption, diaphorase/resazurin fluorescence; Potency, µM (doses to about 76.6 µM), for inactives: at the highest dose activity change, negative = inhibition, most hits filed as inhibitors; also: potency is read from the fitted curve at half-maximal effect; % is scaled to controls: 0 for no effect and ±100 for the full control effect; nearly all actives have a fitted effect of over 65% in size
#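 IDH1-R132H (0.5 ug/mL dispensed) in pH 7.5 Tris buffer was preincubated 30 min with compound, then given a substrate mix of 0.016 mM NADPH and 2 mM alpha-KG for 80 min at room temperature; remaining NADPH was read by diaphorase/resazurin fluorescence.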
# The depositor's hits bear a star; ? = inconclusive; nt = not tested or not shown; & = joins results of further samples; [ ] = another dose, or the depositor's remark. Unless noted, calls follow the shape of the dose curve; as a rule, active = well fitted curve in the direction sought with a large enough effect; inconclusive = small, poorly fitted or top-dose-only effect, or another doubt; inactive = no such curve, though single readings can be large; an effect the other way counts as inactive or inconclusive.
# Every second line gives: RGS4 inhibitor	Vif-A3F inh	Glioma ERSR ind	Vif-A3G inh	TrxR1 inh	TrxR1 substrate	LDHA block	USP1-UAF1 inh	IDH1 R132H inh
- CCN1C(=O)[C@H]2[C@@H](c3ccc(C)cc3)N3C(=O)N(c4ccc(C(F)(F)F)cc4)C(=O)[C@@]3(CC(C)C)[C@H]2C1=O
  8%	3%	-2%	-7%	-2%	-13%	-2	11%	-7%
- O=C(C1CCCCCC1)N1CC[C@@H](N2CCC(O)CC2)[C@H](O)C1
  -6%	11%	-1%	2%	1%[57.1 µM]	-4%[57.1 µM]	-10	-1%	3%
- O=C(Cc1ccc(NC2=NC3CS(=O)(=O)CC3S2)cc1)NCCc1ccccc1 (stereo not drawn)
  0%	4%	-5%	1%	11%[57.1 µM]	2%[57.1 µM]	-5	-5%	-6%
- CSc1ncc(C(=O)Nc2cc(C)cc(C)c2)c(-c2ccccc2)n1
  7%	-10%	-3%	0%	12%	-3%	-10	-18%	23%
- Cc1ccc(CNC(=O)CCS(=O)(=O)c2ccc(C)cc2)cc1
  -10%	6%	-2%	0%	-8%	-9%	-1	7%	0%
- Cc1n[nH]c(C)c1S(=O)(=O)N(CC(=O)Nc1ccc2c(c1)OCCO2)c1ccc(C(C)C)cc1
  -15%	-7%	-4%	-2%	15%	2%	-2	-27%	-12%
- Cc1cc(C)nc(N/C(=N\S(=O)(=O)Cc2ccccc2)Nc2cccc(Cl)c2C)n1
  13%	1%	-4%	-9%	-6%	-5%	-4	-9%	-2%
- COc1ccc(/C=C/c2n[nH]c(=O)c(C#N)c2C)cc1
  -2%	-1%	0%	0%	-1%	-3%	-1	-6%	5%
- O=C(NCCc1ccccc1)c1ccc2nccnc2c1
  1%	0%	-14%	3%	12%	-4%	0	-16%	-8%
- O=C(NCc1ccco1)C1CCCN(S(=O)(=O)c2cccc3nsnc23)C1 (stereo not drawn)
  7%	-8%	-6%	-7%	-5%	3%	-4	-17%	1%
- CC(C)C[C@@H](CO)N(Cc1ccccc1)S(=O)(=O)N(Cc1ccccc1)[C@@H](CO)CC(C)C
  12%	4%	-6%&-9%	-21%&-11%	13%[57.1 µM]	-5%[57.1 µM]	2	-21%	12%
- Cc1ccccc1NC(=O)COc1coc(CN2CCN(c3ccccc3)CC2)cc1=O
  5%	-15%	-5%	0%	13%	7%	-10	-6%	-1%
- CCOC(=O)C(=O)/C(=C\N(C)C)c1onc(-c2ccccc2Cl)c1C(=O)OC
  -33%	3%	-7%	0%	1%[57.1 µM]	1%[57.1 µM]	-1	-21%	2%
- O=C(O)c1c2cc(Br)ccc2nc2[nH]c(=O)[nH]c(=O)c12
  -1%	-5%	-2%	0%	14%[57.1 µM]	11%[57.1 µM]	-6	3%	-2%
- C#CCOCCOCCOCCNc1nc(N2CCN(C(=O)Cn3cc(CCCCN)nn3)CC2)nc(N2CCN(C(=O)[C@H](CCCCN)n3cc(CCCC)nn3)CC2)n1
  -3%	-2%	1%	1%	-1%[57.1 µM]	5%[57.1 µM]	0	1%	0%
- Cc1cccc(Cn2cccc2CNS(=O)(=O)c2ccccc2F)c1
  -19%	-5%	-2%	-9%	5%[57.1 µM]	1%[57.1 µM]	0	-18%	-1%
- O=C(COC(=O)c1ccc2c(c1)C(=O)N(c1cccc3ncccc13)C2=O)c1ccc(Cl)cc1
  -153%	-23%	-3%	-6%	7%	-3%	-9	-19%	0%
- O=C(COC(=O)C1CC(=O)N(Cc2ccco2)C1)c1ccc(OC(=O)c2ccco2)cc1 (stereo not drawn)
  ?	-11%	-1%	-2%	?	-4%	-6	2%	-17%
- CN(C)S(=O)(=O)N(CC(=O)NCCSCc1c(F)cccc1Cl)c1ccccc1
  -12%	3%	-2%	1%	33%	1%	-4	-26%	4%
- COc1ccc(-n2ccnc(SCC(=O)NCc3ccc(C)cc3)c2=O)cc1Cl
  -23%	-3%	-5%	-4%	42%[activator]	67%[activator]	-9	-15%	5%
- O=C(C1CCC1)N1CCc2cc(S(=O)(=O)Nc3ccc4c(c3)OCO4)ccc21
  -17%	1%	-3%	1%	-4%	-8%	8	-13%	-1%
- Cn1c(=O)c2c(nc(Br)n2Cc2nnc(N)s2)n(C)c1=O
  -18%	2%	-1%	0%	?	0%	-5	-19%	1%
- O=C(NCC1CCCO1)c1ccc(N2C(=O)C3CCCCC3C2=O)cc1 (stereo not drawn)
  6%	2%	-1%	-3%	11%	7%	-4	-6%	5%
- CC(=O)Nc1ccc(NC(=O)C(C)OC(=O)c2ccc(S(=O)(=O)N3CCCCC3)cc2)cc1 (stereo not drawn)
  -7%	-13%	-3%	-8%	19%	4%	-15	-9%	1%
- O=C(CN(C(=O)CNS(=O)(=O)c1ccccc1)c1ccc2c(c1)OCCO2)NC1CCCCC1
  3%[11.4 µM]	5%	-8%	-2%	9%[57.1 µM]	7%[57.1 µM]	-4	-22%	9%
- O=C(Nc1ccc2c(c1)OCCO2)c1cccnc1Oc1ccccc1
  30%	3%	-2%	-5%	-3%	-12%	-6	-21%	-9%
- Cc1ccc(-c2cc(C(=O)OCC(=O)c3ccccc3)c3cccc(Cl)c3n2)cc1
  33%	-2%	0%	-1%	39%[activator]	22%	-2	10%	30%
- O=C(N/N=C/c1ccc([N+](=O)[O-])cc1)c1[nH]ncc1Br
  20%	-3%	-3%	0%	19%[57.1 µM]	2%	-6	0%	6%
- Cc1ccc(S(=O)(=O)N2C[C@H]3N(C(=O)OC(C)C)N(C(=O)OC(C)C)C[C@H](OC(=O)Nc4c(C)noc4C)[C@@]3(O)C2)cc1
  nt	-26%	0%	6%	nt	nt	-14	-19%	4%
- C=CCn1c(SCC(=O)N2CCCC2)nc2c([nH]c3ccccc32)c1=O
  -20%	1%	-4%	-1%	15%	3%	-1	-21%	0%

# Entries of single compounds, looked up by structure. Values in the order: RGS4 inhibitor, Vif-A3F inh, Glioma ERSR ind, Vif-A3G inh, TrxR1 inh, TrxR1 substrate, LDHA block, USP1-UAF1 inh, IDH1 R132H inh
# Profile of `Cc1ccc(-c2cc(C(=O)OCC(=O)c3ccccc3)c3cccc(Cl)c3n2)cc1` → 33%, -2%, 0%, -1%, 39%[activator], 22%, -2, 10%, 30%
# Profile of `O=C(Cc1ccc(NC2=NC3CS(=O)(=O)CC3S2)cc1)NCCc1ccccc1` (stereo not drawn) → 0%, 4%, -5%, 1%, 11%[57.1 µM], 2%[57.1 µM], -5, -5%, -6%

# (list continues)
# Every second line gives: RGS4 inhibitor	Vif-A3F inh	Glioma ERSR ind	Vif-A3G inh	TrxR1 inh	TrxR1 substrate	LDHA block	USP1-UAF1 inh	IDH1 R132H inh
- Cc1[nH]c2ccccc2c1C(c1ccncc1)N1CCC(C)CC1 (stereo not drawn)
  12%	-4%	-4%	-3%	-45%	-5%	-9	-13%	0%
- CC(C)c1ccccc1NC(=O)COC(=O)c1cccnc1
  -28%	-3%	-2%	0%	9%	3%	-4	?	7%
- O=C(c1cccs1)N1CCN(Cc2ccncc2)CC1
  20%	nt	-4%	1%	-11%	0%	-33*	-4%	3%
- CCOC(=O)Nc1cccc(OCC(=O)Nc2ccccc2OCC)c1
  2%	6%	-4%	-1%	17%	-3%	-7	-15%	-4%
- COc1ccc(O)c(/C=N/c2sc(C)c(C)c2C#N)c1
  ?	-1%	-8%	1%	-2%	-8%	-2	8%	5%
- CC(C)(C)c1ccc(OC(=O)Nc2ccc(O)c(C(=O)O)c2)cc1
  8%	-3%	-4%	0%	13%	98%[activator][57.1 µM]	3	-7%	1%
- Cc1sc(NC(=O)CN2CCOCC2)nc1-c1ccc2c(c1)CCN2S(=O)(=O)c1ccccc1
  -29%	1%	-1%	0%	-3%	3%	-6	0%	1%
- O=C(CSC1CC(=O)N(CC(c2ccccc2)c2ccccc2)C1=O)Nc1ccc(Cl)cc1 (stereo not drawn)
  8%[56.9 µM]	-3%	-9%	1%	?	3%	-4	-13%	0%
- CC(C)CCNC(=O)C1CCCN(S(=O)(=O)c2ccc3c(c2)CC(C)N3C(=O)C2CC2)C1 (stereo not drawn)
  -9%[56.9 µM]	1%	-3%	1%	?	-13%	-2	-20%	7%
- Cc1ccccc1/C(N)=N/OC(=O)c1cccs1
  2%	?	9%	-4%	18%	7%	3	-7%	3%

# Fetched by structure from the entries so far:
# Every second line gives: RGS4 inhibitor	Vif-A3F inh	Glioma ERSR ind	Vif-A3G inh	TrxR1 inh	TrxR1 substrate	LDHA block	USP1-UAF1 inh	IDH1 R132H inh
- COc1ccc(O)c(/C=N/c2sc(C)c(C)c2C#N)c1
  ?	-1%	-8%	1%	-2%	-8%	-2	8%	5%
- Cc1cccc(Cn2cccc2CNS(=O)(=O)c2ccccc2F)c1
  -19%	-5%	-2%	-9%	5%[57.1 µM]	1%[57.1 µM]	0	-18%	-1%

# High-throughput results (PubChem)

# A portion of the library; rates above refer to the full screens.
